Assay outcomes: PubChem BioAssay, several laboratories
NPY-Y2 PAM-ag: NPY-Y2 potentiators or agonists, primary screen, cell-based; Neuropeptide Y receptor type 2 (Homo sapiens), P49146; cells expressing NPY-Y2, potentiator/agonist read-out; activation, % at 3.6 µM; hit rate 0.45% among 220,000; in the data active = activation above about 27%;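 note: cells stimulated with NPY near EC25 plus isoproterenol at EC100; 0% = vehicle plus submaximal agonist and 100% = vehicle plus saturating agonist; some results beyond the cut were filed as inactive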
RBBP9 inhibitor: human RBBP9 inhibitors, primary screen, biochemical, fluorescence polarization, FP-Rh probe, HTS. recombinant RBBP9. inhibition, % at 7.94 µM. hit rate 0.2% among 220,000. AID 1515, 2009;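 active = inhibition above the campaign mean of all tested compounds plus 3 SD, cut at about 14% in these data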;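 note: plate controls were DMSO wells with RBBP9 for no effect and wells lacking RBBP9 protein for full effect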
Target sequence (O75884 whole entry, looked up): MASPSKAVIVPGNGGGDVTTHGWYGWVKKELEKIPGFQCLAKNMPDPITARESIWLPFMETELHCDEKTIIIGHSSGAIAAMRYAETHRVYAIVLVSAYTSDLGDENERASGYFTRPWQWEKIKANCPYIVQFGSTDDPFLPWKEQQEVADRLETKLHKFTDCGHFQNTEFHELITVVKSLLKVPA
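System: RBBP9 protein / Quantity: 2.5 µM RBBP9 dispensing solution, before mixing / Also added: Serine-hydrolase probe FP-Rh, 375 nM pre-mixing / Dosing: 7.94 µM single dose, 0.794% DMSO / Timing: enzyme-compound preincubation 30 min, then probe labeling 45 min, 25 °C / Signal: FP readout at 525/598 nm / Controls: DMSO-treated enzyme wells and wells lacking RBBP9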
NPY Y1 blocker: NPY-Y1 receptor antagonists, primary screen, cell-based; inhibition, % at 3.6 µM; HEK293-CNG Y1 cells, membrane potential fluorescence; NPY at EC95, then isoproterenol; hit rate 1% among 200,000;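 active = inhibition above the campaign mean inhibition of all tested compounds plus 3 SD, cut at about 20% in these data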;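 note: 0% = DMSO wells given NPY plus isoproterenol and 100% = isoproterenol alone without NPY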
Target sequence (P25929 whole entry, looked up): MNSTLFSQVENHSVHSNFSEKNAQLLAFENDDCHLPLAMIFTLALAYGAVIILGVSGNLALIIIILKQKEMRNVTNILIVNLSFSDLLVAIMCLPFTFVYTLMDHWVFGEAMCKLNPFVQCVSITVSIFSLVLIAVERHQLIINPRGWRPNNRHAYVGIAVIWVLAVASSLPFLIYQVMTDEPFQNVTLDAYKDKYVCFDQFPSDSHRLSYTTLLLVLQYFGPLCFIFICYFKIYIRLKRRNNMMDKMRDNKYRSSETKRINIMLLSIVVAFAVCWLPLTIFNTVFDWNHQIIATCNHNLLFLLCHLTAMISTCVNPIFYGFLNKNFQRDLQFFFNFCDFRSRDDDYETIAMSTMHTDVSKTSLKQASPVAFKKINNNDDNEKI
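Test system – HEK293 Y1/CNG channel cell line · Also added – NPY agonist 25 nM, then isoproterenol 1 µM plus Ro 20-1724 25 µM · Compound dosing – one concentration, 3.6 µM, in 0.4% DMSO · Schedule – compound incubation 1 h at room temperature, readout 45 min post-stimulation · Technique – fluorescence, membrane potential probe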
S1P4 antag: S1P4 receptor antagonists, primary screen, cell-based; inhibition, % at 4.98 µM; AID 1510, 2009; S1P4-expressing cells, antagonist mode, reporter read-out; Sphingosine 1-phosphate receptor 4 (Homo sapiens), O95977; hit rate 0.26% among 220,000; in the data active = inhibition above about 29%;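 note: 0% = wells stimulated with agonist and 100% = vehicle wells without agonist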
Target sequence (O95977 whole entry, looked up): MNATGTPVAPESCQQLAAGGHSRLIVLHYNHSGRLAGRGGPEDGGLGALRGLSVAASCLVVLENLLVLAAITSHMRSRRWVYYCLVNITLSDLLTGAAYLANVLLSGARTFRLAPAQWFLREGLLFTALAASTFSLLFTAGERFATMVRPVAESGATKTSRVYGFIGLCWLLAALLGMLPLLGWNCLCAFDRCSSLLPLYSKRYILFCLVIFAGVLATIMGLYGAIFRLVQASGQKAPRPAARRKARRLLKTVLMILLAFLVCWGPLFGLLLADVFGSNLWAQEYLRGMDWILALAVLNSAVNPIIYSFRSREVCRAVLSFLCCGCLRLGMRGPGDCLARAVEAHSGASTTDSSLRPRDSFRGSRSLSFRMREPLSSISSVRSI
NPY1 pot ag: NPY-Y1 receptor potentiators or agonists, primary screen, cell-based | Neuropeptide Y receptor type 1 (Homo sapiens), P25929 | NPY-Y1 expressing cells, potentiator/agonist activation | activation, % at 3.6 µM | hit rate 0.37% among 220,000 | AID 1304, 2008; in the data active = activation above about 33%, passing the limit was not always enough;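 note: cells stimulated with NPY at EC10 then isoproterenol at EC100; 0% = low agonist plus stimulus and 100% = saturating agonist plus stimulus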
BaF3 parental: parental Ba/F3 cell viability inhibition, counter-screen for JAK2V617F inhibitor project, murine pro-B, CellTiter-Glo luminescence | CellTiter-Glo ATP luminescence | hit rate 1.1% among 220,000 | inhibition, % at 5.6 µM | AID 1486, 2009;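 active = inhibition above a per-campaign cutoff, the mean inhibition of all tested compounds plus 3 SD, cut at about 27% in these data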;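 note: 0% = DMSO wells and 100% = JAK Inhibitor I control wells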
S1P4 ag: S1P4 receptor agonists, primary screen, cell-based; S1P4-expressing cell line, agonist reporter assay; activation, % at 4.98 µM; hit rate 0.35% among 220,000; in the data active = activation above about 11%;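 note: 0% = DMSO vehicle and 100% = reference agonist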
Runt-CBFb FRET: inhibitors of RUNX1 Runt–CBFb binding, primary screen, biochemical, FRET, Cerulean-Runt, Venus-CBFb, uHTS | Runt-related transcription factor 1 (Homo sapiens) + Core-binding factor subunit beta … | Cerulean-Runt/Venus-CBFb FRET ratio 530/480, 1 h | inhibition, % at 20 µM | hit rate 0.46% among 220,000;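 active = inhibition over about 50% at 20 µM in the single-dose screen, limit read from the data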;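 note: 0% = DMSO wells and 100% = excess unlabeled CBFb competitor control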
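Assay system: Cerulean-Runt domain / Medium: Tris 50 mM pH 7.5, KCl, K2SO4, 0.01% BSA / Timing: protein complex preformed 1 h, compound exposure 1 h, room temperature, dark / Measured by: FRET, excitation 422 nm, emission at 530 and 480 nm / Evaluation: loss of energy transfer signal / Control set: 5 µM unlabeled CBFb as full-inhibition high control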
Ba/F3 V617F tox: reduced viability of JAK2V617F-dependent Ba/F3 cells, primary screen, JAK2V617F inhibitor project, cell-based, Ba/F3 EpoR-JAK2V617F, luminescence; ATP luminescence; inhibition, % at 5.6 µM; hit rate 1.1% among 220,000;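 active = inhibition above the campaign mean plus 3 SD over all tested compounds, cut at about 24% in these data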;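 note: cytokine-independent growth of Ba/F3 cells driven by EpoR plus mutant JAK2; 0% = DMSO-treated cells and 100% = JAK inhibitor I control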
* = called active by the depositor; / = not tested or not shown.

The first 2 entries (preview)
SMILES	NPY-Y2 PAM-ag	RBBP9 inhibitor	NPY Y1 blocker	S1P4 antag	NPY1 pot ag	BaF3 parental	S1P4 ag	Runt-CBFb FRET	Ba/F3 V617F tox
O=C(COC(=O)Cc1cccc2ccccc12)Nc1ccccc1-c1ccccc1	2.8	-8.5	6.0	-8.6	-14.5	8.8	1.0	-1.7	0.8
O=C1c2ccccc2C(=O)N1CCC(c1ccccc1)c1ccco1 (configuration not stated)	-6.5	-1.8	-3.5	-5.0	5.0	1.3	0.6	-3.1	-2.0

The whole of this part, from the start:
SMILES	NPY-Y2 PAM-ag	RBBP9 inhibitor	NPY Y1 blocker	S1P4 antag	NPY1 pot ag	BaF3 parental	S1P4 ag	Runt-CBFb FRET	Ba/F3 V617F tox
O=C(COC(=O)Cc1cccc2ccccc12)Nc1ccccc1-c1ccccc1	2.8	-8.5	6.0	-8.6	-14.5	8.8	1.0	-1.7	0.8
O=C1c2ccccc2C(=O)N1CCC(c1ccccc1)c1ccco1 (configuration not stated)	-6.5	-1.8	-3.5	-5.0	5.0	1.3	0.6	-3.1	-2.0
COc1cccc(CNC(=O)C2CCCN(S(=O)(=O)c3c(C)[nH]c(=O)[nH]c3=O)C2)c1 (configuration not stated)	9.6	-0.7	1.1	-4.6	22.1	3.9	-0.3	-2.3	-0.2
COc1ccc(C2=C(SC)CC2=NC(C)(C)C)cc1	3.8	-5.2	2.2	-14.5	0.8	5.1	0.4	-0.9	0.7
CC1CCN(C(C(=O)O)c2ccccc2)CC1 (configuration not stated)	-14.4	-4.6	1.0	-16.9	-4.7	1.8	-0.5	0.2	-1.4
COc1cccc(C2C3=C(N=c4s/c(=C\c5ccc(O)cc5)c(=O)n42)c2ccccc2CC3)c1OC (configuration not stated)	7.1	1.8	1.6	-5.4	24.5	2.3	0.0	-21.8	-5.9
COc1cc(C(=O)Nc2ccc3c(c2)C(=O)N(CCC(=O)O)C3=O)cc(OC)c1OC	4.9	3.7	1.1	11.2	-30.5	1.7	-0.2	-2.0	-0.9
Cc1nnc(C)n1/N=C/c1ccc(C(C)C)cc1	-1.2	-8.1	-1.4	-5.9	-25.6	3.8	4.3	0.3	-0.9
CCOc1cccc(C(=O)Nc2ccccc2N2CCN(C(=O)C(C)C)CC2)c1	-9.9	-7.1	21.1*	-7.7	-9.3	3.3	0.5	-1.4	0.8
O=C(O)CCC(=O)N1CCN(c2ccc(C(=O)c3ccc(F)cc3)cc2)CC1	-0.7	11.8	5.7	7.5	8.8	3.8	-0.9	-1.0	-2.3
Cc1[nH]c2ccccc2c1C(=O)C(=O)N1CC=C(c2ccccc2)CC1	8.5	-4.6	-1.1	-8.6	11.5	6.4	2.4	-3.6	1.1
CCCCCCCCc1c(O)nc(-n2[nH]c(C)c(CCO)c2=O)[nH]c1=O	9.2	-4.9	8.4	8.2	11.5	6.7	3.2	-5.5	2.1
COc1ccc(-c2nn(-c3ccccc3)cc2C(=O)NCCCn2ccnc2)cc1	5.0	-9.9	0.9	1.3	11.7	1.1	-0.7	-3.5	-0.9
O=C(N=Nc1c(O)[nH]c2ccccc12)c1cccc(S(=O)(=O)Nc2ccccc2Cl)c1	-11.6	1.1	1.5	18.3	1.9	8.0	0.7	1.0	-0.9
CCC12CN3CCN(CC(C3)/C1=N\NC(=O)c1ccc(C(C)(C)C)cc1)C2	-3.3	-5.4	-5.9	-14.9	-28.8	8.9	0.2	-2.2	0.8
Cc1cc(C)n(-c2nc3ccccc3n3c(C)nnc23)n1	2.8	-6.8	-6.7	-20.1	-1.8	0.1	0.8	0.8	-1.1
CN(CC(=O)NC1CCCCCCC1)S(=O)(=O)c1cnc[nH]1	7.5	-6.3	2.4	-0.9	10.4	-1.3	-0.6	1.6	-1.7
Cn1c(SCC(=O)c2cc(Cl)c(Cl)s2)nnc1-c1ccco1	8.7	-4.6	/	14.1	0.0	-2.7	0.6	26.1	-0.3
CC(=O)Nc1ccc(Sc2ncccc2C(=O)Nc2cc(Cl)cc(Cl)c2)cn1	13.8	-6.4	2.5	-11.3	-13.6	2.0	-0.7	-3.1	-3.4
O=c1[nH]c2ccccc2nc1/C=C/c1ccccc1	-12.9	4.0	-3.5	-9.4	7.5	1.5	5.4	44.9	-0.7
COC(=O)c1ccccc1NC(=O)Nc1nnc(N2CCC(C)CC2)s1	-5.3	-5.8	1.3	-3.9	6.8	2.8	1.2	1.6	0.5
CCOC(=O)c1c(NC(=O)COC(=O)Cn2c(C)nc3ccccc32)sc2c1CCCC2	-0.8	-9.1	-2.3	-5.6	-23.6	4.9	-0.9	-6.3	0.6
O=c1c2c3c(sc2n2cnnc2n1Cc1ccccc1)CN(Cc1ccccc1)CC3	5.8	-1.8	-1.5	-10.0	-27.0	3.1	-1.2	4.9	-2.8
CC(=O)c1cccc(NC(=O)C2C3C=CC(C3)C2C(=O)O)c1 (configuration not stated)	-21.3	-6.2	-0.3	7.6	10.9	11.7	-0.5	-0.3	1.3
O=C(O)c1ccc(CSc2nnc(-c3ccncc3)n2-c2ccc(Cl)cc2)cc1	-19.6	3.0	-0.6	-1.9	0.7	8.5	3.8	0.4	2.7
COc1ccc(CCNC(=O)c2cc(-c3ccc(C)c(C)c3O)n[nH]2)cc1OC	5.0	-15.6	-5.7	-15.9	15.7	4.7	-1.2	1.9	-0.6
Cc1nn(Cc2ccccc2Cl)c(C)c1N	8.0	-7.3	5.4	-2.8	9.5	4.2	0.1	-1.7	-1.6
CN1CCc2c(sc3ncn4nc(-c5ccccc5O)nc4c23)C1	6.5	-4.2	-2.4	-16.7	-25.1	4.5	-0.7	56.9*	-1.2
COc1ccc(C(=O)NC2CCN(C(=O)Nc3ccccc3Cl)CC2)cc1	-20.0	-1.5	1.8	-13.0	-3.1	2.2	-0.2	1.3	-4.8
COc1ccc(CC(=O)NCc2n[nH]c(=S)n2C)cc1	2.0	0.8	1.7	6.7	-1.1	0.1	-1.2	7.9	-3.2
CCCNC(=O)OC[C@H]1O[C@H](CCO/N=C/[C@@H](OC)[C@H](C)/C=C/CC(=O)OC)C=C[C@@H]1Oc1ccc(OC)cc1	-11.2	-6.7	2.0	1.4	-10.5	3.6	-0.1	-9.2	-0.3
O=C(Cc1ccccc1)Nc1nc2ccccc2s1	5.1	-6.2	-3.8	-25.4	1.7	-1.5	0.0	-2.7	-4.2
COc1ccc(S(=O)(=O)N=C2C=C(C)C(=O)C(C)=C2)cc1	-8.5	-2.1	1.5	-4.3	-23.6	5.5	2.3	2.9	1.1
O=c1nc2ccccc2c2n1CC(CN1CCN(Cc3ccccc3)CC1)N2 (configuration not stated)	-13.5	-9.6	0.3	-7.6	0.9	2.5	0.7	-0.8	3.2
N#CCC(=O)N/N=C/c1ccc(SCC(=O)Nc2ccccc2)o1	4.0	-7.9	1.0	-14.1	4.0	4.2	1.2	4.8	0.4
Cc1ccc(Cn2cnc3ccccc32)cc1	-7.6	3.8	1.0	6.6	-2.9	7.0	-1.3	53.5*	-1.9
O=C1C2CCCCC2C(=O)N1c1ccc(NC2CCCCC2)c([N+](=O)[O-])c1 (configuration not stated)	0.9	-8.4	2.0	-10.9	-5.4	2.3	-0.8	-3.3	-5.0
COc1ccc(C(=O)Nc2cccc(S(C)(=O)=O)c2)cc1	-22.1	-3.5	-2.8	-5.8	-7.1	10.9	1.2	-1.1	3.3
CC(C)c1nc2oc3c(=O)[nH]cnc3c2c2c1COC(C)(C)C2	1.9	-4.8	/	-9.5	-0.5	0.0	0.9	3.0	4.0
O=C(NC(C(=O)c1ccccc1)N1CCCCC1)c1ccccc1 (configuration not stated)	8.7	-11.0	1.5	-7.2	1.5	1.1	-0.4	-0.8	2.5
CCCCOc1ccc(C(O)(CC)CCN2CCOCC2)cc1 (configuration not stated)	8.2	-9.4	8.2	-16.0	-18.2	4.5	0.3	-3.8	-1.5
C=CCn1c(-c2cccc3ccccc23)n[nH]c1=S	-6.0	-2.3	6.0	2.7	1.2	5.7	0.4	-3.4	2.6
COCCNC(=O)CCc1c(C)nc2nc(-c3cc(OC)cc(OC)c3)nn2c1C	10.4	-1.0	0.1	-6.9	16.7	1.0	-0.1	-1.5	-1.7
O=C(NC(Cc1ccccc1)C(=O)O)c1ccc(S(=O)(=O)N2CCOCC2)cc1 (configuration not stated)	1.9	-6.2	1.1	-19.1	-3.4	3.5	-1.8	1.0	-0.9
Cc1ccc(CSCCNC(=O)c2ccc(N(C)S(=O)(=O)c3ccccc3)cc2)cc1	-25.8	-19.4	4.9	-19.4	-35.6	5.0	-2.3	0.5	4.2
O=C(NCc1cccnc1)C1CCC(CNS(=O)(=O)c2ccc(Cl)cc2)CC1 (configuration not stated)	-2.8	3.9	0.7	7.5	10.1	7.4	1.3	-1.0	-0.8
Cc1ccc(N(C(C)C(=O)O)S(=O)(=O)c2c(C)n[nH]c2C)cc1 (configuration not stated)	8.1	2.6	2.0	1.1	28.6	-2.0	-1.1	0.9	-3.2
COc1ccc(Nc2nc3ccccc3c(=O)s2)c(OC)c1	16.1	-1.3	-0.3	-3.4	-1.9	-1.0	0.5	-3.0	0.6
Cc1cc(NCCN(C)C)n2nc(-c3cccs3)cc2n1	-12.7	-4.5	1.2	-4.3	-22.5	-0.1	1.3	4.3	-1.7
CC(=O)Nc1ccc(NC(=O)c2cc(C)nn2-c2ccccc2)cc1	3.7	-3.9	-0.7	-3.7	0.3	6.4	2.2	-1.2	0.8
(cont.)
SMILES	NPY-Y2 PAM-ag	RBBP9 inhibitor	NPY Y1 blocker	S1P4 antag	NPY1 pot ag	BaF3 parental	S1P4 ag	Runt-CBFb FRET	Ba/F3 V617F tox
O=C1CN(CC(=O)Nc2ccc(SC(F)F)cc2)CCN1	-8.8	-12.3	-1.0	0.3	5.3	-0.3	2.2	-1.8	2.4
COc1cc(/C=N/N2CCOCC2)ccc1OCc1ccccc1	3.0	-5.9	-2.6	-0.5	8.0	0.2	-0.2	-1.0	-5.3
COC(=O)[C@H](C)NC(=O)Nc1cc(OC)ccc1OC	-0.8	0.8	3.2	-3.9	4.6	3.7	1.0	3.0	-4.0
COc1ccc2c3c(cccc13)OCC2=O	-14.8	-3.9	-3.4	-11.2	3.8	1.6	-0.8	-16.3	-1.9
COc1ccc(S(=O)(=O)N2CCC(C(=O)NCc3ccccn3)CC2)cc1C	1.0	-4.5	-6.3	-21.1	14.9	4.7	-1.5	-1.6	-1.8
Fc1ccc(NC(=S)Nc2cccnc2)cc1	3.2	-8.2	3.6	-18.9	15.0	9.0	0.2	18.3	2.3
